M4 ag – agonists of human muscarinic M4 receptor (CHRM4). CHO-K1 hM4/Gqi5, Fluo-8 calcium fluorescence; vehicle 0%, full acetylcholine response 100%. AID 624127. P08173. activation, % at 3 µM. 360,000 tested, 0.14% active;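 active = activation above the run mean over all test wells plus 3 SD, cut at about 32% in these data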;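 also: peak over basal fluorescence ratio per well then scaled between controls; 0% = DMSO wells and 100% = acetylcholine at EC100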
CHRM4 antagonist – CHRM4 antagonism in calcium assay; P08173; CHO-hM4 cells, ACh EC80, Fluo-8 calcium fluorescence; inhibition, % at 3 µM; 360,000 tested, 0.73% active;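 active = inhibition above its plate's cutoff, the mean inhibition of sample wells plus 3 SD, cut at about 27% in these data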;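 also: 0% = acetylcholine EC80 with DMSO and 100% = DMSO without agonist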
CHO parental Ca – counter-screen for OX1R antagonists: effect in parental CHO cells. parental CHO-K1, ATP-induced calcium, Fluo-8 fluorescence. 330,000 tested, 0.63% active. inhibition, % at 5.6 µM;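 active = inhibition above that plate's mean sample inhibition plus 3 SD, cut at about 26% in these data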;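 also: 0% = ATP-challenged DMSO wells and 100% = DMSO wells without ATP; some compounds past the cut are filed as inactive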
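Material – parental CHO cells · Reagent – ATP stimulus · Compound – single nominal dose of 5.6 µM per compound · Detection – Fluo-8 fluorescence · Read-out basis – percent inhibition of calcium signal · Controls – ATP-challenged DMSO wells low, unchallenged DMSO wells high · Repeats – no replicates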
CHRM1 antagonist – blocks human M1 muscarinic receptor. CHO-K1 hM1, Fluo-8 calcium fluorescence, ACh EC80 antagonist. inhibition, % at 3 µM. 360,000 tested, 1.3% active. AID 588852;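 active = percent inhibition above its own plate's cutoff, namely the mean of that plate's compound wells plus 3 SD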;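 also: peak over basal fluorescence ratio during 140 s after agonist addition; 0% = ACh EC80 plus DMSO and 100% = DMSO alone without agonist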
Target sequence (P11229 whole entry, looked up): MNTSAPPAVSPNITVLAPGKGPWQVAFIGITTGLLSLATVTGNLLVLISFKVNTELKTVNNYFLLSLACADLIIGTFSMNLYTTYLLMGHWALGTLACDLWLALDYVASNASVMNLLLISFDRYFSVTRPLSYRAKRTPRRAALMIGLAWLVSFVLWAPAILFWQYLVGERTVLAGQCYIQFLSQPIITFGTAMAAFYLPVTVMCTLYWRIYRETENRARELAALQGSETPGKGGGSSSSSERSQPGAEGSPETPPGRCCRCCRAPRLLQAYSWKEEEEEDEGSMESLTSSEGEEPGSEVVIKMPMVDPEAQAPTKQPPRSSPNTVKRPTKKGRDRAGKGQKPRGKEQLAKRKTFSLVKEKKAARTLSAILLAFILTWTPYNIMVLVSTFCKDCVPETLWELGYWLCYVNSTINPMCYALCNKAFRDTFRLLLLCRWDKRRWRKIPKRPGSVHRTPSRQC
CHRM1 agonist – human M1 muscarinic receptor agonism | activation, % at 3 µM | CHO-K1 hM1, Fluo-8 calcium fluorescence, agonist mode; 0% DMSO, 100% acetylcholine EC100 | 360,000 tested, 0.33% active | P11229;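 active = activation above the run's mean compound activation plus 3 SD, cut at about 16% in these data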;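 also: peak over basal fluorescence ratio within a 140 s kinetic read after compound addition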
OXTR potentiator – potentiates the human oxytocin receptor response; AID 2445; P30559; CHO-OTR cells, Fluo-8 calcium fluorescence, potentiator mode; 0% = oxytocin EC15, 100% = EC100; activation, % at 3 µM; 320,000 tested, 0.061% active;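 active = activation above that plate's cutoff, the mean activation of tested compounds plus 3 SD, cut at about 6.6% in these data, passing the limit was not always enough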;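 also: 100% uses oxytocin at 75 nM as the full agonist control; some results filed as inactive read as strong as hits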
Target sequence (P30559 whole entry, looked up): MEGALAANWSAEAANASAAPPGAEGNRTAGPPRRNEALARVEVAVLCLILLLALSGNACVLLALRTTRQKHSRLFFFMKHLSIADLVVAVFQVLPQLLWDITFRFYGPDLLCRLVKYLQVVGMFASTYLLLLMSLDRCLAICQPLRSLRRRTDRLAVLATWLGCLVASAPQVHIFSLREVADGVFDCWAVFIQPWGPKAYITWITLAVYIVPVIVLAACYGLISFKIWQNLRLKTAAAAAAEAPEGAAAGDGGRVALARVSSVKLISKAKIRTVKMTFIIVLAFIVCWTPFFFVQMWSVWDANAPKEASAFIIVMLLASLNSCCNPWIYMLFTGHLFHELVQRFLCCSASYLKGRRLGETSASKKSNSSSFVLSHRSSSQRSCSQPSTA
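assay system = CHO-OTR cells, human receptor | schedule = compound 6 min at room temperature before oxytocin, 100 s read | detection = Fluo-8 intracellular calcium fluorescence, ex 470-495, em 515-575 nm | evaluation = normalized max/min fluorescence ratio, % activation | control set = EC15 oxytocin alone as 0%, 75 nM oxytocin (EC100) as 100%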
CHO-K1 Ca antag – nonselective inhibitor or artifact in parental CHO-K1 cells | 360,000 tested, 0.6% active | AID 602250 | inhibition, % at 3 µM | ATP-induced calcium, Fluo-8 fluorescence;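 active = inhibition above a per-plate cutoff, the plate's mean sample inhibition plus 3 SD, cut at about 24% in these data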;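 also: 0% = DMSO plus EC80 ATP and 100% = DMSO alone without ATP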
M1 ag parental – nonselective activator or artifact in parental CHO-K1 cells; Fluo-8 calcium fluorescence; scaled to maximal ATP response, vehicle zero; AID 602248; 360,000 tested, 0.48% active; activation, % at 3 µM; in the data active = activation above about 15%;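 also: untransfected CHO-K1 host cells lacking M1 receptor as counterscreen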
CHRM1 PAM – positive allosteric modulators of human M1 muscarinic receptor; P11229; CHO-K1 hM1, Fluo-8 calcium fluorescence, ACh EC20; 0% = ACh EC20, 100% = maximal ACh; activation, % at 3 µM; 360,000 tested, 0.088% active; AID 588819; in the data active = activation above about 19%, passing the limit was not always enough
* = called active by the depositor; nt = no result given.

SMILES	M4 ag	CHRM4 antagonist	CHO parental Ca	CHRM1 antagonist	CHRM1 agonist	OXTR potentiator	CHO-K1 Ca antag	M1 ag parental	CHRM1 PAM
Cc1c(C(=O)NNC(=O)c2csc(N3CCOCC3)n2)oc2ccccc12	7	-21	-8	-17	-1	-4	-18	2.2	12
CCCCN(Cc1ccccc1)S(=O)(=O)c1c(N)n(C)c(=O)n(C)c1=O	2	6	-11	13	-2	3	9	0.0	2
Fc1ccc(NC(=S)N2CCCC2)cc1Cl	0	1	-4	1	-3	1	-4	0.4	1
O=C(O)Cn1cnc2sc3c(c2c1=O)CCCC3	0	4	-3	14	-3	-5	8	0.6	-5
O=C(COC(=O)C1(c2ccc(F)cc2)CCCC1)Nc1ncc(C(F)(F)F)cc1Cl	-1	-18	-28	-8	-7	-7	-14	0.8	-10
COc1ccc(N=c2oc3c(OC)cccc3cc2C(=O)NCc2ccco2)cc1OC	2	5	-15	-2	-2	-5	-10	0.8	1
O=C1OC(CO)CN1Cc1ccccc1 (stereo not given)	0	14	-6	-10	-2	-4	-11	1.7	8
COc1ccc(Cn2nnnc2C(c2cccnc2)N2CCN(c3ccc(O)cc3)CC2)cc1 (stereo not given)	-2	-5	0	-6	-7	2	-11	-0.1	9
O=C(O)CCC(=O)Nc1sc2c(c1C(=O)Nc1ccccc1)CCCCC2	7	40*	4	8	-1	-6	8	0.6	13
Cc1ccc(OCCNC(=O)C2CC(=O)N(Cc3ccccc3)C2)cc1 (stereo not given)	3	0	-20	-3	-5	-6	-11	0.5	4
C=C[C@@]1(C)CCC(/C(C)=C/C=C/C(C)(C)O)C[C@@H]1C(=C)C (stereo not given in full)	1	-14	3	6	-3	1	-3	-0.2	-5
CC(NC(=O)CCNC(=O)c1ccco1)c1ccc(F)cc1 (stereo not given)	0	0	2	6	-3	-4	2	0.6	0
CC(C)(C)C(=O)NC(=S)Nc1ccc(C(F)(F)F)cc1	8	9	-3	14	-4	-6	3	2.8	-7
CC12C(=O)N(c3nccs3)C(=O)C1C1C=CC2C1 (stereo not given)	0	12	2	5	-5	-4	-4	1.3	0
O=C(CSc1ncccn1)N/N=C/c1ccc2c(c1)OCO2	2	6	1	19	-1	-9	-11	0.5	-5
COc1ccc(CCNC(=O)CN2C(=O)c3ccccc3S2(=O)=O)cc1OC	2	-5	-12	-22	-2	-5	-18	0.9	13
CCOC(=O)c1cc(-c2ccc(Cl)cc2)nc2c1c(C)nn2CCC#N	0	-1	-8	-1	-2	-14	1	0.7	5
O=C1CC(c2cccc(Br)c2)C2=C(COC2=O)N1 (stereo not given)	20	7	-7	16	-2	-10	3	6.7	-14
Cn1c(=O)c2c(nc(Sc3ncnn3CC(=O)NC(C)(C)C)n2C)n(C)c1=O	1	1	1	-5	-5	-11	-9	1.0	9
COc1ccc(C2C3=C(CC(C)(C)CC3=O)Oc3ncn(Cc4ccccc4)c(=N)c32)cc1 (stereo not given)	-1	3	-18	-2	-4	1	-8	0.4	-1
Cc1ccc(C(=O)Nc2cccc3[nH]c(C(F)(F)F)nc23)cc1	10	-3	-6	-10	1	-5	-1	17*	5
CCCNc1c(NS(=O)(=O)c2ccc(OC)c(OC)c2)c(=O)oc2ccccc12	11	7	-15	-2	0	-13	-8	4.9	-1
O=C(O)c1c[nH]c2ccc(S(=O)(=O)N3CCN(c4ccc(F)cc4)CC3)cc2c1=O	-1	5	-4	0	-4	-1	-17	0.1	-6
CCCN(C(=O)CSc1ccccc1C(=O)O)C1CCS(=O)(=O)C1 (stereo not given)	0	3	3	-9	-1	-7	1	-0.3	11
C=CCO/N=C/C1=C(O)C(C(=O)OC)C(C)(C)CC1=O (stereo not given)	1	8	-11	1	-8	-8	12	-0.2	11
Cn1nnnc1Sc1ncnc2scc(-c3ccc4c(c3)OCO4)c12	2	-1	-7	-6	-8	2	7	0.7	5
CCOc1cc(N2CCOCC2)c(OCC)cc1NC(=O)COC(=O)CCOc1ccc(C)cc1	0	-6	-24	-5	-3	-2	-13	1.1	4
COc1ccc(OCC(O)CN2C(=O)c3ccccc3S2(=O)=O)cc1 (stereo not given)	4	0	-20	-20	-1	-7	-10	0.9	4
Cc1cccc(Nc2nc(N)c([N+](=O)[O-])c(N3CCOCC3)n2)c1	5	1	-20	-4	-2	-1	-13	2.2	6
O=C(Nc1ccc(N2CCOCC2)c(Cl)c1)c1ccccc1Cl	2	2	-3	-3	-11	-3	-8	2.4	8
CC1(C)CC(=O)C=C(NCCCN2CCCC2=O)C1	1	-16	-3	-3	-5	0	-3	0.1	6
O=C(Cc1ccc(S(=O)(=O)N2CCOCC2)s1)NCCOc1ccccc1F	3	-17	-1	-16	-1	-6	-3	1.1	3
CC(CN1CCOCC1)OC(=O)c1ccccc1Cl (stereo not given)	2	-3	0	-18	-5	-2	-21	0.7	15
NS(=O)(=O)c1ccc(CCN2C(=O)/C(=C\c3ccc(Cl)cc3)SC2=S)cc1	1	-8	-11	3	0	-8	-4	1.2	2
C[C@@H]1O[C@@H](OC[C@@H]2O[C@H](Oc3c(-c4ccc(O)cc4)oc4cc(O)cc(O)c4c3=O)[C@@H](O)[C@H](O)[C@H]2O)[C@H](O)[C@H](O)[C@H]1O	0	1	3	-3	-5	1	-11	0.5	8
O=C(N/C=C/c1ccco1)OCc1ccccc1	0	-9	-6	-2	-7	-5	-6	0.5	12
CN1CCN(c2ncnc3c2ncn3[C@H]2CN(Cc3ccccc3)C[C@@H](CO)O2)CC1	1	-5	nt	-12	-4	nt	-18	0.2	1
CCOc1ccc(NC(=O)CC2C(=O)N(c3ccc(OC)cc3)C(=O)N2Cc2ccc(OC)cc2)cc1 (stereo not given)	18	-3	-15	1	-5	-2	2	4.2	-6
c1ccc(Cc2noc(CN3CCC(CN4CCOCC4)CC3)n2)cc1	1	2	-7	19	-8	-5	-8	0.1	-12
O=C(CSc1nnnn1-c1cccnc1)Nc1cccc(Cl)c1	2	-6	0	-16	0	-10	-11	1.3	4
Cc1nc(CN(C)C(=O)c2cc(COc3ccc4ncccc4c3)on2)cs1	17	11	23	17	-3	-9	21	14	-9
CC(C)(C)c1nnc(NS(=O)(=O)c2ccc([N+](=O)[O-])cc2)s1	0	-1	nt	-6	-2	nt	-11	0.6	4
CC(C)c1ccc(OCC(=O)N(c2ccccn2)C2CCCCC2)cc1	3	-6	-15	-4	-5	-6	-1	4.2	-1
Cn1c(N)c(C(=O)COC(=O)COc2ccccc2Cl)c(=O)n(C)c1=O	7	0	nt	5	0	nt	13	0.7	7
Cc1ccc(/C=N/N2CCOCC2)s1	1	1	-6	-2	-3	2	-14	1.2	1
C[C@H](CO)N1C[C@H](C)[C@@H](CN(C)C(=O)Cc2ccccc2)OCCCC[C@H](C)Oc2ccc(NC(=O)NC3CCCCC3)cc2C1=O	1	-12	nt	-11	-7	nt	-7	0.8	6
COCCCNC(=O)CN(c1ccc(OC)cc1)S(=O)(=O)c1ccc(NC(C)=O)cc1	1	3	-18	6	-3	2	-5	0.1	0
CCN1C(=O)/C(=C\N(C)C)c2ccccc21	1	-7	-2	-17	-2	-12	-8	0.2	12
COCCNC(=O)CNS(=O)(=O)c1ccc2nc(C)sc2c1	1	4	-5	-8	-2	-11	1	-0.1	7
CCSc1nnc(NC(=O)C2CSC3(C)CCC(=O)N23)s1 (stereo not given)	1	-8	-14	-9	3	-4	-10	0.3	15
COc1ccc(Cc2nnc(NC(=O)c3ccc(OC)c(OC)c3)s2)cc1	2	4	-10	-26	8	-14	-2	2.4	22
CCc1c(C#N)c(N)nc(SCC(=O)OCc2ccccc2)c1C#N	12	23	-23	16	-3	-9	22	3.9	-11
O=C(OCn1nnc2ccccc2c1=O)c1cn(-c2ccccc2)nc1-c1cccnc1	8	-3	-19	-3	-7	-13	-6	2.3	-14
C/C(CC(=O)N(C(C)C)C(C)C)=N\NC(=O)COc1ccc(Cl)cc1Cl	1	-13	-9	-12	-3	-4	-11	0.2	9
CCCCc1nc2cc(C(=O)N3CCCC(OCCC)C3)ccc2o1 (stereo not given)	4	-11	-18	-20	-8	-3	-14	3.8	10
Cc1c(NC(=O)c2cccc(NS(C)(=O)=O)c2)c(=O)n(-c2ccccc2)n1C	1	-3	1	-12	-2	-5	-16	0.9	9
COC(=O)c1nn(-c2ccc3c(c2)CCN3C(C)=O)cc1O	-1	7	-8	-10	-3	-2	-11	1.2	1
COCCn1c(C)cc(/C=C2\NC(=S)N(C)C2=O)c1C	1	10	-1	-6	-7	-12	-4	0.5	6
CCC(CC)c1nnc(NC(=O)CSCC(=O)Nc2cc(C)on2)s1	1	1	-13	-10	-1	-15	5	0.4	10
Cc1ccc(-c2noc(CCC(=O)N(C)c3ccccc3C)n2)cc1	5	0	-18	-40	0	-13	-6	2.9	4
The list goes on.
SMILES	M4 ag	CHRM4 antagonist	CHO parental Ca	CHRM1 antagonist	CHRM1 agonist	OXTR potentiator	CHO-K1 Ca antag	M1 ag parental	CHRM1 PAM
CCCCCC(=O)N1C[C@H](n2cc(COC(=O)c3ccccc3)nn2)[C@@H](O)C[C@@H]1c1ccc(OC)cc1	4	-15	nt	-6	-2	nt	23	0.2	0
O=C1CC(c2ccccc2)=C(c2ccccc2)C1	0	-5	nt	9	-2	nt	-3	-1.0	-4
O=C(O)C1c2ccccc2C(=O)N(Cc2ccc(F)cc2)C1c1ccncc1 (stereo not given)	0	-1	-8	-29	-1	-2	-5	0.3	21
O=C(N/N=C/C=C/c1ccccc1)c1cnccn1	1	2	3	-23	-1	-1	-8	0.0	6
COc1cc([N+](=O)[O-])cc(/C=N/NC(=O)c2ccc(C)nc2)c1O	1	-4	-5	-12	-6	4	-2	-0.1	14
N#Cc1cccc2cccc(S(=O)(=O)N3CCOCC3)c12	0	4	-9	3	-4	-4	26*	4.4	4
O=C(NC(=S)NC1CCS(=O)(=O)C1)c1cccs1 (stereo not given)	0	11	-4	-1	-6	-8	-8	0.4	2
O=C(Nc1ccc2c(c1)OCO2)N1CCN(c2ccccc2Cl)CC1	4	5	-8	-7	-5	-10	-31	3.0	-1

Already shown: an excerpt of the list.
SMILES	M4 ag	CHRM4 antagonist	CHO parental Ca	CHRM1 antagonist	CHRM1 agonist	OXTR potentiator	CHO-K1 Ca antag	M1 ag parental	CHRM1 PAM
CCCCCC(=O)N1C[C@H](n2cc(COC(=O)c3ccccc3)nn2)[C@@H](O)C[C@@H]1c1ccc(OC)cc1	4	-15	nt	-6	-2	nt	23	0.2	0
O=C1CC(c2ccccc2)=C(c2ccccc2)C1	0	-5	nt	9	-2	nt	-3	-1.0	-4
O=C(O)C1c2ccccc2C(=O)N(Cc2ccc(F)cc2)C1c1ccncc1 (stereo not given)	0	-1	-8	-29	-1	-2	-5	0.3	21
O=C(N/N=C/C=C/c1ccccc1)c1cnccn1	1	2	3	-23	-1	-1	-8	0.0	6
COc1cc([N+](=O)[O-])cc(/C=N/NC(=O)c2ccc(C)nc2)c1O	1	-4	-5	-12	-6	4	-2	-0.1	14
